High-throughput results from PubChem.
HttQ103 aggreg: reduces HttQ103-GFP aggregates in PC12 cells; AID 1688; actives 1.1% (n = 220,000); Potency, µM (titrated, usually from 46.1 µM), inactives show at the top dose activity change, negative = inhibition, most hits filed as inhibitors; PC12 HttQ103-GFP aggregates, Acumen cytometry, 40 h; also: % is scaled to controls: 0 for no effect and ±100 for the full control effect; nearly all actives have a fitted effect of over 60% in size
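Compounds (qHTS titration) were added to PC12 cells expressing an ecdysone-driven HTT exon 1 Q103–GFP fusion after induction with 100 nM tebufenozide. Aggregate formation was measured as GFP objects in cell lysates.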
RGS12 GoLoco inh: inhibitors of human Gai1-RGS12 GoLoco interaction (red fluorophore); P63096; Gai1:RGS12 GoLoco peptide FP, rhodamine, 10 min; Potency, µM (doses to about 61.6 µM), for inactives: top-dose activity, negative = inhibition, hits mostly inhibitors; actives 0.44% (n = 230,000); AID 880; active = well fitted inhibition curve with a large enough effect, not every such curve was filed as active; inactive = no such curve, though single readings can be large or run the other way; also: % is scaled to controls: 0 for no effect and ±100 for the full control effect; nearly all actives have a fitted effect of over 30% in size; many of its hits are not listed in these tables
Target sequence (P63096 whole entry, looked up): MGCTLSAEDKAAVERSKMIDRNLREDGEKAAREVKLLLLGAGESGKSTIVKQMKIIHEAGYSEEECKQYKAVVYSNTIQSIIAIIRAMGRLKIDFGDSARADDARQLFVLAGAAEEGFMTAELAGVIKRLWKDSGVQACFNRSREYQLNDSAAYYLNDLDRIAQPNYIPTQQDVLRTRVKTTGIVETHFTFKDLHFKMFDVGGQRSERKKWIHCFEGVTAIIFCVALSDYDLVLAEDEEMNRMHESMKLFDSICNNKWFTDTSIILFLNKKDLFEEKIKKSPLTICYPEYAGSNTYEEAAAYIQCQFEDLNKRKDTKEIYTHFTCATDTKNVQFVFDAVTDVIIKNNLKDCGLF
GAA inhib: alpha-glucosidase (human) inhibition. P10253. purified human GAA, 4-MU-alpha-glucoside fluorescence. Potency, µM (series often up to 76.9 µM), for inactives: at the top dose activity change, negative = inhibition, hits mostly inhibitors. actives 0.005% (n = 200,000). AID 1466;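 also: plate controls were uninhibited enzyme wells for no effect and no-enzyme background for full effect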
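Endpoint fluorogenic read: 20 min room-temperature reaction of 4 nM human alpha-glucosidase with 400 uM 4-methylumbelliferyl-alpha-D-pyranoside, pH 5.0, quenched with 1M NaOH/1M glycine pH 10. AC50 from Hill modeling.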
aGlu spleen mod: inhibitors or activators of human alpha-glucosidase in spleen homogenate; P10253; human spleen homogenate, 4-MU-alpha-glucoside fluorescence; Potency, µM (highest dose often 79.9 µM), inactives show top-dose activity change, negative = inhibition, usual class: inhibitors; actives 0.006% (n = 240,000); AID 2112;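 also: 0% = enzyme with vehicle and -100% = no enzyme basal signal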
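Compounds were titrated against alpha-glucosidase in spleen homogenate at pH 5.0, with 1 mM 4-methylumbelliferyl substrate for 40 min at 37 C. Reactions were quenched with pH 10 NaOH/glycine and fluorescence measured.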
IMPase Li cell: membrane-permeable IMPase blocker, potentiated with lithium. CHO-M1 cells, IP1 TR-FRET (IP-One), carbachol + lithium. Potency, µM (highest dose often 59.4 µM), for inactives: top-dose activity, negative = IMPase inhibition, hits mostly inhibitors. actives 0.35% (n = 210,000);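 also: IP1 builds up when IMPase is blocked and the TR-FRET signal falls; plate controls were basal vehicle for no effect and high inhibitor control for full effect; nearly all actives have a fitted effect of over 50% in size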
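Lithium-sensitised IP1 accumulation assay; M1-expressing CHO cells treated 30 min at 37C with compound. Competitive antibody detection by time-resolved FRET followed a 10 min room-temperature lysis step.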
GAA glycogen: inhibitors or activators of human alpha-glucosidase glycogen cleavage | recombinant GAA, glycogen substrate, Amplex Red glucose oxidase fluorescence | Potency, µM (doses to about 76.4 µM), for the others: top-dose activity change, negative = inhibition, actives largely listed as inhibitors | actives 0.38% (n = 300,000) | AID 2100;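 also: 0% = full enzyme reaction and -100% = no-enzyme basal signal; the screen sought inhibitors and activators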
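Recombinant human enzyme (4 nM); glycogen substrate; 37 C, 40 min, pH 5.0. Readout: coupled glucose oxidase/Amplex Red fluorescence.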
HTT ATP protect: Huntington cell model cytoprotection by ATP luminescence | PC12 HTT-Q103 induced, cytoprotection, ATP luminescence, 40 h | Potency, µM (highest dose often 56.4 µM), for the others: cytoprotection (ATP increase), actives largely listed as activators | actives 0.14% (n = 230,000) | AID 1471;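 also: % of control where 0% means no effect; nearly all actives have a fitted effect of over 45% in size; toxic huntingtin expression switched on by the ecdysone agonist tebufenozide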
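Readout: ATPlite luminescence (ATP level). Model: stable PC12, inducible Htt exon1 Q103-GFP. Inducer: tebufenozide, 100 nM final. Compounds: dose series. No G418 in medium.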
* = called active by the depositor; ? = inconclusive; . = not tested or not shown; [ ] = another dose, or the depositor's remark. Unless noted, calls follow the shape of the dose curve; as a rule, active = well fitted curve in the direction sought with a large enough effect; inconclusive = small, poorly fitted or top-dose-only effect, or another doubt; inactive = no such curve, though single readings can be large; an effect the other way counts as inactive or inconclusive. Potency is read from the fitted curve at half-maximal effect.

SMILES | HttQ103 aggreg | RGS12 GoLoco inh | GAA inhib | aGlu spleen mod | IMPase Li cell | GAA glycogen | HTT ATP protect
O=C1C2C3C=CC(C3)C2C(=O)N1c1ccc2c(c1)OCO2 (centres undefined) | -25.2% | . | -12.5% | -5.9% | . | 10.3% | -35.0%
S=c1[nH]nc(-c2ccccc2)c2ccccc12 | . | 9.8% | ? | -6.2% | -8.3% | 6.7% | .
COc1ccccc1-c1cc(C(=O)Nc2sc3c(c2C#N)CCC(C)C3)c2ccccc2n1 (centres undefined) | -11.1% | 28.9% | -7.8% | 4.4% | 29.4%[38.3 µM] | -5.2% | -30.9%
O=C(CC1C(=O)NCCN1C(=O)c1ccc(F)cc1)OCc1ccccc1 (centres undefined) | -15.7% | -5.7% | 0.1% | -2.9% | 13.7%[38.3 µM] | 2.3% | 9.9%
CC(C)(C)NC(=O)C(c1ccc(O)cc1)N(Cc1ccco1)C(=O)Cn1nnc(-c2cccs2)n1 (centres undefined) | 16.1% | 2.1% | -4.9% | 5.5% | 11.6% | -5.3% | 41.9%[1.9 µM]
COc1ccccc1N1CCN(C(=O)c2nn(-c3ccccc3OC)c(=O)c3ccccc23)CC1 | -11.2% | 9.3% | -4.6% | -11.9% | 22.7%[38.3 µM] | 3.0% | 8.8%
N#CCCN1CCN(S(=O)(=O)c2ccc(S(=O)(=O)NCC3CCCO3)cc2)CC1 (centres undefined) | -7.2% | -6.0% | -13.0% | 2.2% | 21.4%[38.3 µM] | -3.4% | -0.9%
CN(C)S(=O)(=O)c1ccc(NC(=O)c2ccc(Br)o2)cc1 | -2.7% | 4.5% | -2.0% | -15.6% | 15.7%[38.3 µM] | -4.9% | -5.7%[10 µM]
O=S(=O)(Nc1c(S(=O)(=O)c2ccccc2)c2nc3ccccc3nc2n1C1CCCCC1)c1ccccc1 | -6.1% | -3.1% | ? | 1.8% | -6.9% | 9.5% | -48.6%[inhibitor][10 µM]
Cc1ccc(C(=O)N2CCN(C(=O)c3ccco3)CC2)cc1NC(=O)c1ccco1 | -1.1% | 3.9% | 0.2% | 0.8% | -0.1% | -1.9% | -22.1%
CC(C)(C)CN1C(N)=NC[C@H]1Cc1ccc(O)cc1 | 13.2%[9.22 µM] | 4.3% | . | -1.9% | . | -6.3% | -14.0%[10 µM]
COc1ccc(Oc2nc(C)nc3c2oc2ccccc23)cc1 | -31.5% | 3.7% | 1.9% | 3.6% | 6.9%[38.3 µM] | -4.5% | -4.9%[0.074 µM]
Cc1nc(/N=C\N(C)C)sc1C(=O)Nc1ccccc1 | -27.5% | 12.4% | -0.2% | -9.1% | -12.0%[38.3 µM] | 2.9% | -13.5%[10 µM]
CCOC(=O)NC(NCc1ccccc1)(C(F)(F)F)C(F)(F)F | 10.6% | 3.7% | 1.6% | 5.7% | 1.7% | -3.2% | 1.6%[10 µM]
c1nc(NCCN2CCOCC2)c2cc(-c3ccoc3)ccc2n1 | . | 14.6% | . | 5.2% | 16.3% | . | -70.7%[inhibitor]
CCOC(=O)C(C)Oc1ccc2c(-c3cccc([N+](=O)[O-])c3)cc(=O)oc2c1 (centres undefined) | -4.0% | -13.3% | -10.4% | -7.9% | 19.5% | 8.1% | -3.1%[10 µM]
COc1ccc(NC(=O)c2c(N)no[n+]2[O-])c(OC)c1 | 0.4% | -9.3% | 0.9% | 7.4% | 1.8% | 15.8% | -11.7%
O=C(/C=C/c1ccc(F)cc1)Nc1nc2ccccc2[nH]1 | 6.5% | -2.4% | -0.5% | -3.3% | -5.7% | -4.7% | .
Cc1csc(NC(=O)CSc2nnc(-c3ccoc3C)n2CCc2ccccc2)n1 | ? | 5.4% | -3.3% | -3.7% | -0.8%[38.3 µM] | 5.5% | 5.7%[10 µM]
COc1ccc(-c2nc3cnc(OC)nc3n(-c3ccc(OC)cc3)c2=O)cc1 | . | -5.5% | . | -0.9% | 0.1% | . | -79.4%[inhibitor]
CCOC(=O)C1CCN(C(=S)Nc2ccc(Cl)cc2C)CC1 | 7.1% | -4.9% | -3.2% | 2.9% | 4.9% | -2.6% | .
O=C(COC(=O)Cc1ccccc1F)Nc1cccc(S(=O)(=O)NC2=NCCCCC2)c1 | 1.0% | 5.5% | 1.2% | -0.5% | 0.0% | 8.1% | -19.8%
CC(=O)NC(Cc1c[nH]c2ccccc12)C(=O)NCc1ccc2c(c1)OCO2 (centres undefined) | 13.5% | -3.3% | -0.5% | -1.5% | 19.3%[38.3 µM] | -4.1% | 5.5%
CCOC(=O)c1ccc(NC(=O)c2nc[nH]c2C(=O)N[C@@H](Cc2ccccc2)C(=O)OC(C)(C)C)cc1 | -8.6%[9.22 µM] | 2.5% | . | -11.5% | . | -16.3% | 2.3%[10 µM]
COc1ccc(NC(=S)N(Cc2ccccn2)Cc2ccccc2Cl)cc1 | -31.0% | -1.7% | -8.5% | 8.3% | 10.2% | 10.5% | -69.6%[inhibitor]
O=C(CS(=O)(=O)c1ccccc1)Nc1ccc(N2CCOCC2)cc1 | 0.0%[9.22 µM] | 1.9% | -2.3% | -9.8% | -1.0% | -9.2% | -23.4%[1.9 µM]
O=c1c(/C=N/N2CCOCC2)c(C(F)(F)F)[nH]n1-c1ccccc1 | 12.5% | 7.5% | 2.0% | . | 0.9% | -1.9% | 8.0%
c1ccc(Cc2noc(CN3CCCN(C4Cc5ccccc5C4)CC3)n2)cc1 | 13.7%[9.22 µM] | 15.2% | 3.2% | 13.6% | 26.0% | -4.4% | 27.0%[10 µM]
CSc1nnc(C)c(/C=C/NOCc2cccc(F)c2)n1 | ? | 21.3% | 3.6% | -2.6% | -11.8% | 13.3% | -31.6%
COc1c(Cl)ccc(Cl)c1C(=O)NCc1ccco1 | 14.8% | 1.5% | 3.6% | 0.5% | 9.9% | 1.0% | -13.7%
Fc1ccc(-c2nc3c(-c4ccc(F)cc4)cnn3cc2CCN2CCOCC2)cc1 | 24.0% | 4.6% | -8.5% | -5.7% | -4.8% | 8.9% | -33.6%[inhibitor]
C=CCN(c1ccc(C(=O)Nc2cccc([N+](=O)[O-])c2)cc1)S(C)(=O)=O | 0.0%[9.22 µM] | 6.0% | -3.8% | -0.8% | 0.4% | 16.8% | 4.9%[10 µM]
O=C(COc1ccccc1Cl)NCCC1=CCCCC1 | 2.9% | 0.9% | 3.4% | 3.8% | 7.3% | -2.4% | 30.4%[10 µM]
O=C1CC(c2cccc(Cl)c2)CC(O)=C1C=NC1CCCC1 (centres undefined) | 0.5% | -6.6% | -1.3% | 3.6% | 1.2% | -17.6% | .
CC(C)(C)C(=O)Nc1cc(C(F)(F)F)ccc1-n1ccnc1 | 19.4% | -0.4% | 5.2% | 8.0% | -3.0% | 3.5% | -3.8%
NC(=O)C1(N2CCCCC2)CCN(C2CC(=O)N(Cc3cccs3)C2=O)CC1 (centres undefined) | 13.2% | 3.0% | 1.9% | 2.7% | 22.9%[38.3 µM] | 3.6% | -1.7%
C#CCSc1cc(C(F)(F)F)nc(-c2ccccn2)n1 | 8.4% | 0.7% | -1.9% | 1.6% | -1.9% | 1.9% | -22.6%
Cc1nc2sc(C(c3ccc(Br)cc3)N3CC(C)OC(C)C3)c(O)n2n1 (centres undefined) | -10.1% | -1.9% | -4.3% | -3.7% | 15.9%[38.3 µM] | 1.7% | -2.8%[1.9 µM]
COc1cc(OC)cc(-c2cc3nc(C)c(CCC(=O)NCc4ccccc4)c(C)n3n2)c1 | -5.2%[9.22 µM] | 3.7% | . | 5.4% | . | -11.3% | -14.4%[10 µM]
S=C1NCCOCCOCCOCCOCCN1 | ? | 10.2% | 3.0% | -11.1% | 7.8%[38.3 µM] | 5.0% | 12.6%
O=C(CCN1C(=O)c2ccccc2C1=O)N1CCN(c2ccccc2)CC1 | 23.8% | 1.9% | 0.6% | 2.6% | -15.4%[38.3 µM] | 7.0% | 2.8%
CCCCCCCC/C=C\CCCCCCCC(=O)NCC(=O)O | . | -0.7% | . | -0.5% | -4.7% | . | -16.0%
O=C(O)c1ccc(N2Cc3ccccc3C2)cc1O | 0.2% | 13.4% | 3.2% | -4.2% | 31.2%[38.3 µM] | 10.0% | 0.3%
O=C(c1ccccc1NS(=O)(=O)c1ccc(Br)s1)N1CCOCC1 | 6.2% | 8.7% | -12.7% | -3.5% | 11.6%[38.3 µM] | 4.9% | 3.3%
O=C1ON=C(c2ccccc2)/C1=C/c1ccc(OS(=O)(=O)c2ccccc2)cc1 | ? | -7.8% | 9.7% | -0.9% | 4.2% | 2.6% | 11.8%[10 µM]
O=C(COC(=O)C12CC3CC(CC(C3)C1)C2)Nc1ccccc1F | 1.3% | 5.8% | -4.5% | 2.6% | 5.4% | -11.5% | .
CC(=O)c1c(N2CCCC2)[nH]c(-c2ccccc2)nc1=S | 7.1% | 11.7% | -17.1% | -0.8% | 35.6%[activator][38.3 µM] | -5.8% | 3.7%[10 µM]
COc1ccc(C2Nc3ccccc3C(=O)N2NC(C)=O)cc1OC (centres undefined) | 7.9% | -3.4% | 4.0% | 4.0% | 6.1% | -2.6% | -35.8%[inhibitor]
CCN(c1ccccc1)c1cc(C)nc2nc(C)nn12 | 20.1% | -2.8% | -0.5% | 5.9% | 3.1% | -2.2% | -12.2%
O=C(/C=C/c1ncc(C(F)(F)F)cc1Cl)OCc1ccccc1 | -19.4% | 16.0% | -11.4% | 3.0% | 24.4%[38.3 µM] | -10.6% | -6.0%[10 µM]
Cc1cccc(CCNC(=O)CCNC(=O)Cn2ccc3ccccc3c2=O)c1 | -0.2% | 7.5% | 7.7% | -0.4% | 20.5% | 12.0% | 5.7%[10 µM]
COc1cccc(C(=O)NCc2ccc(-c3nc4ccccc4s3)cc2)c1 | 4.3% | -1.9% | 0.1% | -19.3% | -1.5%[38.3 µM] | 5.3% | -29.1%
CCCCn1c(SCC(=O)c2ccc3c(c2)NC(=O)CO3)nc2cc(S(N)(=O)=O)ccc21 | -7.5% | 86.7%[activator] | 10.3% | 6.3% | ? | -4.2% | -14.6%

Exported tab-delimited: 3 of the compounds above.
SMILES	HttQ103 aggreg	RGS12 GoLoco inh	GAA inhib	aGlu spleen mod	IMPase Li cell	GAA glycogen	HTT ATP protect
CCN(c1ccccc1)c1cc(C)nc2nc(C)nn12	20.1%	-2.8%	-0.5%	5.9%	3.1%	-2.2%	-12.2%
O=C(/C=C/c1ncc(C(F)(F)F)cc1Cl)OCc1ccccc1	-19.4%	16.0%	-11.4%	3.0%	24.4%[38.3 µM]	-10.6%	-6.0%[10 µM]
Cc1cccc(CCNC(=O)CCNC(=O)Cn2ccc3ccccc3c2=O)c1	-0.2%	7.5%	7.7%	-0.4%	20.5%	12.0%	5.7%[10 µM]

An excerpt; the hit share may differ from the screen's.
